Neddyl block = inhibitors of cullin neddylation, primary screen, biochemical, TR-FRET, uHTS, NAE and Ubc12; NEDD8-conjugating enzyme Ubc12 (Homo sapiens) + NEDD8-activating enzyme E1 regulatory …; hit rate 0.58% among 360,000; calls only at 25 µM; in the data active = inhibition above about 36%
Scp-1 inhibitor = Scp-1 phosphatase inhibitors, primary screen, biochemical, colorimetric, uHTS | inhibition, % at 20 µM | hit rate 0.88% among 340,000 | Recombinant Scp1, phosphopeptide, malachite green phosphate absorbance;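 active = inhibition above about 50% at 20 µM, limit read from the data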;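 note: plate controls were DMSO wells with enzyme for no effect and wells lacking enzyme for full effect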
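Incubation: 45 min enzyme reaction at room temperature / System: truncated SCP-1 phosphatase (76-261aa) / Reagent: Phospho 17-mer peptide substrate / Buffer or medium: Acidic Tris acetate buffer with magnesium and detergent / Signal: absorbance at 630 nm / Doses: one concentration, 20 µM, with 1.0% DMSO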
Rpn11 inh = Rpn11 (PSMD14) deubiquitinase inhibitors, primary screen, biochemical, fluorescence polarization, uHTS. human 26S proteasome, Ub4-pepOG fluorescence polarization; 20S core pre-blocked with epoxomicin. calls only at 20 µM. hit rate 0.59% among 360,000. 26S proteasome non-ATPase regulatory subunit 14 (Homo sapiens), O00487;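 active = inhibition at 20 µM, scaled to each plate's controls, above about 33%, limit read from the data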
NadD block = inhibitors of S. aureus NadD, primary screen, biochemical, colorimetric, uHTS; Nicotinate-nucleotide adenylyltransferase NadD (Staphylococcus aureus N315); inhibition, % at 20 µM; AID 602399, 2012; purified NadD enzyme, colorimetric absorbance read-out; hit rate 0.78% among 360,000; in the data active = inhibition above about 26%; note: some compounds past the cut are filed as inactive
Rin1 Abl inh = inhibitors of Rin1-Abl protein binding, primary screen, biochemical, TR-FRET; AID 588664, 2011; hit rate 0.4% among 360,000; inhibition, % at 7.35 µM; in the data active = inhibition above about 5%, passing the limit was not always enough
SUMO1 PPI mod = modulators of SUMO1 protein-protein interactions, primary screen, biochemical, uHTS; hit rate 0.33% among 360,000; inhibition, % at 20 µM; Small ubiquitin-related modifier 1 (Homo sapiens), P63165; SUMO1 binding to a labelled peptide, TR-FRET, 1 h; in the data active = inhibition above about 37%
STEP block = STEP phosphatase inhibitors, primary screen, biochemical, fluorescence intensity, uHTS | Tyrosine-protein phosphatase non-receptor type 5 (Homo sapiens), P54829 | recombinant STEP, OMFP fluorogenic substrate | inhibition, % at 20 µM | hit rate 0.25% among 360,000 | AID 588621, 2011;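 active = inhibition at 20 µM, scaled per plate between control wells, above about 37%, limit read from the data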;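 note: 0% = DMSO with enzyme and substrate and 100% = substrate only without enzyme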
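System: STEP phosphatase, cell-free reaction; Buffer or medium: Bis-Tris pH 6.0 buffer with DTT, detergent; Incubation: 20 min at room temperature, dark; Measured by: fluorescence, 480/540 nm.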
LMPTP inh = LMPTP phosphatase inhibitors, primary screen, biochemical, fluorescence intensity, uHTS. recombinant LMPTP-A, OMFP fluorogenic substrate. AID 651560, 2012. hit rate 0.22% among 360,000. inhibition, % at 20 µM;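 active = compounds that cut the enzyme signal by at least half of the control window in the single-dose screen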;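 note: plate controls were DMSO wells with enzyme plus substrate for no effect and substrate without enzyme for full effect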
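test system = LMPTP-A | amount = 0.625 nM LMPTP-A final | reagent = fluorogenic phosphatase substrate OMFP at 400 µM final | incubation = 50 min at room temperature | benchmarks = no-enzyme low control, uninhibited high control | medium = Bis-Tris pH 6.0, DTT, detergent | signal = fluorescence intensity of OMFP turnover product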
DNMT1 inh = human DNMT1 methyltransferase inhibitors, primary screen, biochemical, molecular beacon, fluorescence, HinP1I cleavage, uHTS; DNA (cytosine-5)-methyltransferase 1 (Homo sapiens), P26358; AID 588458, 2011; inhibition (reported as % activation of signal), % at 10 µM; hit rate 0.83% among 360,000; in the data active = inhibition above about 50%
Target sequence (P26358 504-1616 limits assumed): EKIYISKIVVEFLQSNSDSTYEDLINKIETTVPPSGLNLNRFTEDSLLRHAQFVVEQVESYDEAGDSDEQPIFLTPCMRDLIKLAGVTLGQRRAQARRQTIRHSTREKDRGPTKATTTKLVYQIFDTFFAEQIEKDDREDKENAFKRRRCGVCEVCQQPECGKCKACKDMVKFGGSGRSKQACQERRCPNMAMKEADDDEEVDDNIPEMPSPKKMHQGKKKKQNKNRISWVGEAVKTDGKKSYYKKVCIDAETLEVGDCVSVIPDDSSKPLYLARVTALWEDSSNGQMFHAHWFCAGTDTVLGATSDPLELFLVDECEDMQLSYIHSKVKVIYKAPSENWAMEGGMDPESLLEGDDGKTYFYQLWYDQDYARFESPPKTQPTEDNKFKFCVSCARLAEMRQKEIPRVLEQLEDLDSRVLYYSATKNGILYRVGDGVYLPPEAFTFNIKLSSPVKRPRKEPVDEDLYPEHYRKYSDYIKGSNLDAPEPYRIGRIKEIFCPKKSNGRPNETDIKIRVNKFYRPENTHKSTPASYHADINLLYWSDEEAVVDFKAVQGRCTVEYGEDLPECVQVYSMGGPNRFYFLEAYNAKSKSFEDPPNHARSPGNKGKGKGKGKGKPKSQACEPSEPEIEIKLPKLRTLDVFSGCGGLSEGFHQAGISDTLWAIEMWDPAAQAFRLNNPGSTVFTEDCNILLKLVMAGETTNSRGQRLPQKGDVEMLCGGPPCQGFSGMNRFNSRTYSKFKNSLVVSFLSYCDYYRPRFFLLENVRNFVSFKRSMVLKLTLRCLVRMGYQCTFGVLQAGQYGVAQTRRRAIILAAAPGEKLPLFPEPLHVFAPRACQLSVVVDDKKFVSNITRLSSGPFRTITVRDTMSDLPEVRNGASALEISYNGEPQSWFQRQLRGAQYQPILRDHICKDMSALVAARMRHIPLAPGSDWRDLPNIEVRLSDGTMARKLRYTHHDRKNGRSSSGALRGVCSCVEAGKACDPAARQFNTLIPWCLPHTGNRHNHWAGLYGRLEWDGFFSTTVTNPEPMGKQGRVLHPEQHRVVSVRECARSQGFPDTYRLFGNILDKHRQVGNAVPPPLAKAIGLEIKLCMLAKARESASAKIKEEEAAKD
CSN inh = inhibitors of CSN-mediated cullin deneddylation, primary screen, biochemical, fluorescence polarization, uHTS; COP9 signalosome complex subunit 5 (Homo sapiens), Q92905; Purified CSN, SCF-Nedd8-OG deneddylation; inhibition, % at 12.5 µM; hit rate 0.38% among 360,000;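 active = pattern-corrected inhibition above about 35%, with an unprinted fluorescence ratio check between 0.5 and 1.5, limit read from the data, passing the limit was not always enough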;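 note: 0% = enzyme with substrate and 100% = substrate without enzyme; some results filed as inactive read as strong as hits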
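assay system = purified human Csn5 enzyme expressed in HEK293T cells | amount = 0.24 nM enzyme | buffer or medium = Tris/NaCl/DTT buffer, pH 7.5 | reagent = 10 nM SCFSkp2-Nedd8OG | compound = one concentration, 12.5 µM, 0.25% DMSO | times = 90 min reaction at room temperature | signal = FP | read-out basis = % inhibition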
* hit, by the source's call; i = inactive; · = no result given; + = active, no number.

Scp-1 inhibitor	Neddyl block	SUMO1 PPI mod	CSN inh	Rpn11 inh	LMPTP inh	STEP block	NadD block	DNMT1 inh	Rin1 Abl inh	mol
0	i	-3	-4	i	0.3	2	-6	3	0	O=C(O)C1CCCCN1S(=O)(=O)c1ccccc1 (stereo not given)
-5	i	0	0	i	-0.5	0	0	-11	3	N#Cc1ccc2ccn(CC(=O)N3CCCc4ccccc43)c2c1
-5	i	3	-2	i	0.0	0	2	0	1	O=CN1CCN(C(=O)c2ccc3c(c2)OCO3)CC1
-2	i	-19	4	i	2.8	1	8	-5	-4	O=c1c(Cl)c(Nc2cccc(Cl)c2)cnn1-c1nc2ccccc2s1
-5	i	-17	0	i	-1.4	0	-2	1	-2	COc1cccc(/C=N/NC(=O)c2ccc(N3CCCC3=O)cc2)c1
1	i	1	5	i	0.8	1	1	8	7	Cc1[nH]c2ccc(Br)cc2c(=O)c1CN1CCOCC1
-7	i	5	-5	i	-1.3	1	-4	2	-3	CCOc1ccc(C(=O)N[C@H](C(=O)Nc2ccccc2OC)C(C)C)cc1
-1	i	1	8	i	-2.2	1	-9	3	-1	Cc1ncsc1CCOC(=O)c1ccccc1
-2	i	-4	-5	i	-1.9	-1	10	-1	-3	O=C(O)Cn1nnnc1-c1ccc(F)cc1
1	i	1	-2	i	-0.7	3	9	-8	-5	Cc1ccc(-c2n[nH]c(=S)n2/N=C/c2c(C)nn(-c3ccccc3)c2C)cc1
0	i	-1	3	i	-0.1	1	-3	1	1	Fc1ccc(N2CCN(Cc3ccccn3)CC2)cc1
-9	i	2	4	i	2.7	-1	-6	-7	-7	COc1ccc(OC)c(NC(=O)Cc2coc3cc(C)cc(C)c23)c1
-8	+	-10	1	i	0.9	1	3	-5	-3	COCc1cc(C)nc2sc(C(=O)Nc3ccccc3C)c(N)c12
-19	i	-4	4	i	0.0	-1	-5	2	1	Cc1nc(Nc2ccccc2F)c2oc3ccccc3c2n1
6	i	-1	1	i	-0.6	0	2	1	1	O=C(NCC1CC1)c1onc(CSc2ccncc2)c1C(=O)NCC1CC1
-5	i	-6	-13	i	-3.0	-1	-2	2	-1	COc1ccc(CC2(CO)CCN(Cc3cccc4nccnc34)CC2)cc1
-8	i	-1	9	i	0.4	-4	-3	0	1	Cc1ccc(CNC(=O)CSCc2ccccc2)cc1
-8	i	-28	-1	i	1.7	-3	3	-5	1	O=[N+]([O-])c1ccc(Oc2cccc(F)c2)c2ccncc12
86*	i	10	4	i	0.0	61*	17	5	1	COc1cc(/C=C(\C#N)C(=O)Nc2cccc(C(=O)O)c2)ccc1OCc1ccc(C)cc1
-7	i	-1	4	i	-1.5	-2	-5	1	3	O=C1CC(N2CCSCC2)C(=O)N1c1ccc(F)cc1 (stereo not given)
-5	i	-3	0	i	-1.3	1	-5	-2	-2	CC1(C(=O)NCc2cccnc2)CCC(=O)N1Cc1cccs1 (stereo not given)
-13	i	2	-2	i	-1.5	0	-3	2	-1	CCNC(=O)Cc1ccc(Br)cc1
-5	i	-2	-6	i	0.1	5	-8	0	-1	CCCOc1ccc(N2C(=O)CC(N(CCOC34CC5CC(CC(C5)C3)C4)C(C)=O)C2=O)cc1 (stereo not given)
5	i	-3	-2	i	-2.1	1	-7	1	-1	CC1CCN(CCCNC(=O)c2n[nH]c(=O)c3ccccc23)CC1
-1	i	-2	13	i	-2.4	4	14	-32	-1	COc1ccccc1Nc1nc(-c2sc(NC(=O)C(C)(C)C)nc2C)cs1
0	·	-4	21	i	-0.5	1	-2	12	-2	CCC(C)Nc1cc(C)c(C#N)c2nc3ccccc3n12 (stereo not given)
0	i	-2	-3	i	-0.3	-4	2	2	-1	O=C(Nc1cccc(C(=O)N2CCOCC2)c1)c1ncn[nH]1
-1	i	0	-5	i	0.1	0	-3	-4	6	C/C=N\NC(=O)CNC(=O)CNC(=O)c1ccccc1
-11	i	9	2	i	-1.6	1	-3	2	-4	O=C(O)COc1ccc(-c2nnn(Cc3ccccc3F)n2)cc1
-11	i	1	2	i	-0.1	2	4	6	1	COc1ccc(CCC(=O)NNC(=O)c2cccs2)cc1
-8	i	3	1	i	0.7	1	3	6	-2	O=C(CCc1ccccc1)Nc1nc2ccc(S(=O)(=O)N3CCOCC3)cc2s1
-2	i	5	-4	i	-0.8	6	1	9	0	O=C1NC(=S)S/C1=C1\Sc2ccccc2N1CCCS(=O)(=O)O
-5	i	2	2	i	-1.0	-2	-2	-1	-4	O=C(Nc1ccccc1)NC1(C(=O)NCc2ccco2)CCCCC1
-5	i	-3	0	i	-0.5	-3	-1	0	-4	CCn1nnnc1SCC(=O)N1CCOCC1
5	i	1	-3	i	1.0	0	-8	0	6	COc1ccnc(Oc2ccc(F)cc2)c1C(=O)N/C=N/OCc1cccc(F)c1
-15	i	-3	0	i	0.3	-3	8	0	3	CCn1c(COc2ccc(Cl)cc2)nnc1SCC(=O)Nc1ccc2c(c1)OCCO2
1	i	-9	-6	i	-0.4	-1	-8	-2	3	COc1ccccc1/C=C/C(=O)NNC(=O)c1cc(C)oc1C
-1	i	-12	2	i	-0.1	0	4	9	-2	COc1c(Br)cc(Br)cc1/C=C1/C(=O)N=C(N)N1C
11	i	-4	0	i	-1.8	3	-1	-1	1	CCCCN(C)CCNC(=O)CN1C(=O)CSc2ccc(S(=O)(=O)N3CCCCC3)cc21
-4	i	-1	-3	i	-0.5	-3	-5	0	-2	CCCS(=O)(=O)Nc1c(C(=O)OC)[nH]c2ccccc12
-3	i	-1	0	i	1.4	0	-1	3	-1	N=c1c2c(-c3ccccc3)c(-c3ccccc3)n(Cc3ccco3)c2ncn1CCN1CCOCC1
-11	i	1	5	i	0.7	0	-9	1	-3	COc1cccc(CNC(=O)CCCn2nc(C)c3c(C)n(-c4ccccc4)nc3c2=O)c1
-11	i	3	2	i	3.1	1	1	-2	2	Cc1cccc(NC(=S)NC(=O)CCc2ccccc2)c1
-1	i	-1	0	i	-0.4	0	-3	1	3	CCCn1c(SCC(=O)OCC)nc(C(F)(F)F)cc1=O
-13	i	3	4	i	-1.0	0	-3	0	1	CCn1nc(C)cc1C(=O)N(C)C1CCCN(Cc2ccccc2F)C1 (stereo not given)
4	i	2	7	i	3.2	-5	-7	2	0	CCN(CC)CCNC(=O)Cn1cnc2sc(C)c(S(=O)(=O)N3CCC(C)CC3)c2c1=O
-4	i	0	-2	i	-0.8	2	-6	0	2	CC(=O)Nc1cccc(S(=O)(=O)N2CCCCCC2)c1
-1	i	-2	0	i	-1.5	-1	-3	0	1	CC(C)(OC(=O)NC(=O)C(F)(F)F)C(C)(C)OC(=O)NC(=O)C(F)(F)F
3	i	4	-5	i	-2.6	0	2	4	-3	CN(CC#CC(O)(c1ccccc1)c1ccccc1)C(C)(C)C
-9	i	3	1	i	0.0	1	-9	0	0	O=C(CN(c1ccccc1Cl)S(=O)(=O)c1ccccc1)NCc1ccccc1
-4	i	2	0	i	4.2	3	2	-17	-2	Cc1nn(-c2ccccc2)c(C)c1/C=N/NC(=O)CSc1nnc(SCc2ccc(Cl)cc2)s1
-2	i	2	3	i	-0.1	0	-8	3	0	CCOc1ccc(CN2CCCC(CO)(Cc3ccc(F)cc3)C2)cc1 (stereo not given)
12	·	3	10	i	1.5	-1	-2	0	-2	CC(=O)Oc1ccc(-c2cc3c(OC(C)=O)cc(OC(C)=O)cc3oc2=O)cc1
-8	i	-39	6	i	1.3	2	-2	-7	-1	CC(C)CN(C(=O)c1ccc([N+](=O)[O-])s1)c1c(N)n(Cc2ccccc2)c(=O)[nH]c1=O
-2	i	-23	1	i	-0.5	0	-7	0	1	Cc1cc(C(=O)NNC(=O)c2ccccc2[N+](=O)[O-])c(C)o1
-4	i	12	-5	i	-0.9	-3	5	-3	0	COc1cc(NC(=O)CN(c2cc(C)cc(C)c2)S(=O)(=O)c2c(C)[nH]c(=O)[nH]c2=O)cc(OC)c1
7	i	5	-3	i	-0.7	-1	-1	1	-2	O=C(c1cccc(N2C(=O)C3C4C=CC(C4)C3C2=O)c1)N1CCN(c2ccccc2Cl)CC1 (stereo not given)
-4	i	-5	-1	i	-0.8	-3	-4	0	2	COc1ccc(/C=N/NC(=O)CCCC(=O)NC2CCCCC2)cc1
3	i	2	3	i	0.8	0	-7	-1	6	CCOC(=O)c1c(C)[nH]c(C(=O)OCC(=O)Nc2cccnc2Cl)c1C
-4	i	9	4	i	0.7	5	5	-16	-1	COc1ccc(N2CSC3=C(C#N)C(c4cc(OC)c(OC)cc4OC)CC(=O)N3C2)c(OC)c1 (stereo not given)

Complete entries, quoted from the list. Order of screens: Scp-1 inhibitor	Neddyl block	SUMO1 PPI mod	CSN inh	Rpn11 inh	LMPTP inh	STEP block	NadD block	DNMT1 inh	Rin1 Abl inh
Record of `Cc1ccc(-c2n[nH]c(=S)n2/N=C/c2c(C)nn(-c3ccccc3)c2C)cc1` → 1	i	1	-2	i	-0.7	3	9	-8	-5
Record of `Cc1cc(C(=O)NNC(=O)c2ccccc2[N+](=O)[O-])c(C)o1` → -2	i	-23	1	i	-0.5	0	-7	0	1
Record of `Cc1ncsc1CCOC(=O)c1ccccc1` → -1	i	1	8	i	-2.2	1	-9	3	-1
Record of `O=C(O)COc1ccc(-c2nnn(Cc3ccccc3F)n2)cc1` → -11	i	9	2	i	-1.6	1	-3	2	-4

Going on with the list.
Scp-1 inhibitor	Neddyl block	SUMO1 PPI mod	CSN inh	Rpn11 inh	LMPTP inh	STEP block	NadD block	DNMT1 inh	Rin1 Abl inh	mol
6	·	-2	-4	i	1.6	1	1	-2	2	COc1ccc(NC(=O)c2ccco2)cc1NC(=O)c1ccccc1F
-8	i	-7	-2	i	3.3	2	2	-8	2	COC(=O)[C@@]12CCCCN1[C@H](c1ccc(-c3ccc4c(c3)OCO4)cc1)[C@H]1C(=O)N(C)C(=O)[C@H]12
-10	·	-7	4	i	0.6	3	-2	-1	-2	CCOc1ccc2c(C)c(Cl)c(=O)oc2c1
-1	i	6	-3	i	-1.3	0	2	1	-1	CC(C)(C)S(=O)(=O)c1cnc(N2CCOCC2)nc1N
